# IDE inh: inhibitors of human insulin-degrading enzyme in cells; P14735; HEK cells, FAbetaB cleavage, fluorescence polarization; inhibition, % at 5.59 µM; 0.41% of 320,000 active;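 active means percent inhibition above the average of all tested compounds plus 3 SD, set per screening campaign, cut at about 16% in these data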;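 further: IDE supplied by intact live HEK cells; FP after avidin binding of uncleaved biotin substrate so inhibition keeps polarization high; 0% = DMSO wells and 100% = 60 µM reference IDE inhibitor Ii1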
# NS3 helicase inh: blocks Hepatitis C virus NS3 helicase unwinding. NS3 helicase DNA unwinding, Cy5 molecular beacon fluorescence. inhibition, % at 10.9 µM. 0.56% of 290,000 active. AID 1800;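 active means inhibition above the mean of all tested compounds plus 3 SD, set per campaign, cut at about 35% in these data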;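 further: 0% = DMSO wells and 100% = thioflavine S control wells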
#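 Assay system – hepatitis C virus NS3 helicase domain fragment enzyme · Buffer or medium – MOPS pH 6.5, MgCl2, DTT, Tween20, BSA · Reagent – Cy5/quencher beacon DNA duplex and ATP to start · Compound – single 10.9 µM dose · Timing – 1 h at 25 °C · Technique – Cy5 beacon fluorescence read at start and 1 h · Measure – % inhibition of unwinding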
# pCIP destab: lowers stability of the mouse p/CIP coactivator protein | F442A p/CIP-EGFP cells, EGFP fluorescence, 16 h | Q05BA5 | decrease of EGFP signal, % at 10 µM | 0.01% of 290,000 active;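 active means EGFP signal decrease of at least 30% at 10 µM or well 3 SD below plate mean, unless failing retest; inactive means the rest, including hits failing retest or dose response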; further: some compounds called inactive have numbers as strong as hits; many of its hits are not listed in these tables
# Target sequence (Q05BA5 1-1403): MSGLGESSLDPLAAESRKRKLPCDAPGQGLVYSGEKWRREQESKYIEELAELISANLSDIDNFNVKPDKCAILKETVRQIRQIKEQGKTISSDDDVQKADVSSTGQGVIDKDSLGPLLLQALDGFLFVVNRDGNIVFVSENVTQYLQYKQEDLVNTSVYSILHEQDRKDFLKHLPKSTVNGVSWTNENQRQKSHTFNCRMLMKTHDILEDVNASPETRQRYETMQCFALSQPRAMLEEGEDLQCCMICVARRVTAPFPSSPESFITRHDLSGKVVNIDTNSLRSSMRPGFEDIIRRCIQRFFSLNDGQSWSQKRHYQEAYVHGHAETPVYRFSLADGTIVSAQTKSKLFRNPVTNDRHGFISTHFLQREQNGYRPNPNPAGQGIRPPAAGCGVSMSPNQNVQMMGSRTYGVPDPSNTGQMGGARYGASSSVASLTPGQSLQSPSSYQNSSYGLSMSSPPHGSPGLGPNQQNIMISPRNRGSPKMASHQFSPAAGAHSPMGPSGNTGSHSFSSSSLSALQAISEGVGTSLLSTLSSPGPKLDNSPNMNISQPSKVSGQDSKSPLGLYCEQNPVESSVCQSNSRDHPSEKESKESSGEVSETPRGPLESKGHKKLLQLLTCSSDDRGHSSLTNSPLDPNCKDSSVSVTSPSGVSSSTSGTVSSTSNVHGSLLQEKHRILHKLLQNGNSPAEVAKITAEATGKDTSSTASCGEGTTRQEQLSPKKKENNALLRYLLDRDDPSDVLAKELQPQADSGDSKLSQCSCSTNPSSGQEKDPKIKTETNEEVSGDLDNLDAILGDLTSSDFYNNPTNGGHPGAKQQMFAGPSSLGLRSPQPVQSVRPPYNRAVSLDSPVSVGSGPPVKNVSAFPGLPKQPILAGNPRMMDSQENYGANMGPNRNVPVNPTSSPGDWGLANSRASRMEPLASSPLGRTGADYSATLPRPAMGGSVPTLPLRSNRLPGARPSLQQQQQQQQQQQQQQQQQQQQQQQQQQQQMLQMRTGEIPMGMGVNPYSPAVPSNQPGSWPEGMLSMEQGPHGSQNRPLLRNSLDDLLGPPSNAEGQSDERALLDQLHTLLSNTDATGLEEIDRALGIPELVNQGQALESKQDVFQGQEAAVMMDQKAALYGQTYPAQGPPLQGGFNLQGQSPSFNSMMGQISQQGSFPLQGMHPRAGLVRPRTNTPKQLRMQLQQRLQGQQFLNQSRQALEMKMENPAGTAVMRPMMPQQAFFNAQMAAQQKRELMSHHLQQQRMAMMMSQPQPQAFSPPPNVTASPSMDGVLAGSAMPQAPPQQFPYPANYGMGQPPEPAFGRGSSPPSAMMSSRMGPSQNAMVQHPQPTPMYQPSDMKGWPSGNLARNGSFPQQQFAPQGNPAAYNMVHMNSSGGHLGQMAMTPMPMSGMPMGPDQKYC
# PfM18AAP inh: PfM18AAP enzyme inhibition. inhibition, % at 7.35 µM. 1.2% of 290,000 active. recombinant PfM18AAP, H-Glu-NHMec fluorogenic cleavage;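 active means inhibition above the campaign mean inhibition over all tested compounds plus 3 SD, cut at about 28% in these data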;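 further: 0% = plate median of test compound wells and 100% = 2 mM ZnCl2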
# VIM-2 inh: blocks Pseudomonas aeruginosa VIM-2 metallo-beta-lactamase; 0.89% of 290,000 active; inhibition, % at 5.6 µM; AID 1527; purified VIM-2, nitrocefin hydrolysis, epi-absorbance fluorescence;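 active means inhibition above the mean of all tested compounds plus 3 SD, cutoff set per screening run, cut at about 7.5% in these data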;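 further: red hydrolysis product quenches plate fluorescence so inhibitors raise well fluorescence; 0% = enzyme with DMSO and 100% = DMSO without enzyme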
# IDE cell activ: activators of human insulin-degrading enzyme in cells | HEK cells, FAbeta-B cleavage, fluorescence polarization; 0% vehicle, 100% cell-free pure enzyme wells | activation, % at 5.96 µM | 0.073% of 340,000 active | AID 493087;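 active means activation above the mean of all tested compounds plus 3 SD, set per screening campaign, cut at about 17% in these data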
# IMP-1 inh: inhibitors of Pseudomonas aeruginosa IMP-1 metallo-beta-lactamase | purified IMP-1, nitrocefin hydrolysis, epi-absorbance fluorescence | inhibition, % at 5.6 µM | 0.45% of 290,000 active;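 active means inhibition above the mean plus 3 SD of all compounds in the same screening run, cut at about 4.5% in these data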;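 further: 0% = IMP-1 with DMSO and 100% = DMSO wells lacking enzyme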
#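 system = purified recombinant IMP-1 beta-lactamase | amount = 0.2 nM IMP-1, as dispensed | medium = HEPES buffer pH 7.1 with ZnSO4 and Brij 35 | times = 25 °C, 15 min preincubation, 25 min reaction | detection = plate fluorescence quenching by hydrolysis product, ex 480/em 530 nm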
# FID counter: displaces DNA intercalator in HCV helicase counter-screen. DNA fluorescent intercalator displacement, fluorescence. inhibition, % at 7.9 µM. 0.17% of 290,000 active. AID 1845; in the data active means inhibition above about 37%;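 further: 0% = vehicle and 100% = reference compound; higher means more ethidium bromide displaced from hairpin DNA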
# SUMO HTRF inh: SUMOylation inhibition; P63279; HTRF SUMOylation assay, SAE1/SAE2 + UBC9, in vitro; 0.36% of 290,000 active; inhibition, % at 35 µM; in the data active means inhibition above about 50%, passing the limit was not always enough; further: strong numbers were not always called active
# * hit, by the source's call; · = not tested or not shown.
SMILES,IDE inh,NS3 helicase inh,pCIP destab,PfM18AAP inh,VIM-2 inh,IDE cell activ,IMP-1 inh,FID counter,SUMO HTRF inh
Cc1cc(C)n(-c2ccc(Cl)c(C(=O)O)n2)n1,-1,3,-10,3,-1.8,4,-3.9,-2,-2
O=C(CCCC(=O)N1CCN(c2ccccc2F)CC1)c1ccccc1,1,17,3,-3,-4.2,4,-4.2,-44,-3
N#Cc1c(N2CCCCC2)nc(N2CCCCC2)c2c1CCN(Cc1ccccc1)C2,1,-66,-6,-4,3.5,5,-3.0,17,6
Cc1ccc(S(=O)(=O)NCC(=O)N(CC(=O)NCc2ccco2)Cc2ccccc2)cc1,-3,1,12,7,-2.2,3,-2.2,-28,0
CCN(CC)C(=S)Nc1ccc(OC(F)F)cc1,-5,-1,-8,4,-2.8,8,-2.8,-1,-8
CC(=O)Nc1ccc(S(=O)(=O)Nc2nc3ccccc3nc2Nc2cccc(S(N)(=O)=O)c2)cc1,-1,20,2,-7,-4.0,1,-1.4,-29,5
CC1CC(C)(C)NC(=S)N1CC(=O)NCc1ccccc1Cl (stereo not given),8,2,-9,-11,0.1,-1,-0.2,-7,13
NC1=NN=C(c2ccc3c(c2)OCCO3)CS1,9,17,-9,13,-1.8,-8,-2.2,-9,6
COc1ccc(CNC(=O)C2CCCN(c3nccc(C)n3)C2)cc1 (stereo not given),5,-10,-19,-5,0.4,2,-0.9,-16,29
COc1ccc(CN(C)CC(O)COC(c2ccc(OC)cc2)c2ccc(OC)cc2)cc1 (stereo not given),4,-58,6,-3,0.3,-2,-1.1,32,-5
O=C(CN1CCN(c2ccccc2)CC1)Nc1scc2c1c(=O)oc1ccccc12,5,-8,-13,-6,-0.2,2,-3.1,-7,18
CCOc1cc(OCC)cc(C(=O)NC(=S)Nc2cccc(C(F)(F)F)c2)c1,5,4,1,-7,-3.5,-3,-0.7,-1,-32
Cc1ccnc(NC(=O)CCC(=O)N(CC(=O)NCc2ccc(F)cc2)c2cccc(F)c2)c1,4,-1,-9,-2,-2.7,-4,-3.8,-33,1
CN(CC(=O)Nc1ccc(Cl)cc1)C(=O)CNC(=O)c1ccc2ccccc2c1,-4,-11,3,0,-2.8,7,-0.6,-22,-2
CC(NC(=O)CCc1c[nH]c2ccccc12)c1ccccc1 (stereo not given),-5,1,1,-16,-1.1,-1,-1.2,-1,-1
CCc1ccc(NC(=O)CC2NCCNC2=O)cc1 (stereo not given),4,-6,-3,1,-1.0,-1,-3.0,0,4
Cc1oc(-c2cccs2)nc1CS(=O)CC(=O)NC1CCCCCC1 (stereo not given),3,14,0,-2,-1.9,-4,-2.3,-17,-3
O=C(O)CN1CCCCCC1=O,-1,-2,0,-6,-4.1,-3,-2.0,-2,12
COc1ccc(N2CCN(c3ccc(NC(=O)/C=C\C(=O)O)cc3)CC2)cc1,-2,-32,-3,31*,-1.2,7,-9.4,-2,4
CCn1c(CCn2ccnc2C)n[nH]c1=S,-2,-10,-4,-2,0.2,3,0.2,-1,-9
C=C(C)CSc1nc2nc(C)cc(C)n2n1,3,12,-6,8,-1.7,6,-2.7,-4,12
O=[N+]([O-])c1ccc(-c2nc(Nc3ccc(O)cc3)c3ccccc3n2)cc1,·,-8,2,-6,-3.2,-1,-3.4,21,-7
CCN1CCN(c2ncnc3scc(-c4ccc(OC)cc4)c23)CC1,2,-14,-19,-10,-1.6,-2,-0.9,5,20
CCOc1ccc(CN(C)CC(=O)NCc2ccccc2)cc1,-4,5,5,-2,1.2,3,0.4,0,-4
COc1ccc(N2CCN(S(C)(=O)=O)CC2)cc1,-7,25,-7,-8,-1.5,3,-0.1,-2,11

# Brought forward from above: 5 entries, followed by the next part.
SMILES,IDE inh,NS3 helicase inh,pCIP destab,PfM18AAP inh,VIM-2 inh,IDE cell activ,IMP-1 inh,FID counter,SUMO HTRF inh
C=C(C)CSc1nc2nc(C)cc(C)n2n1,3,12,-6,8,-1.7,6,-2.7,-4,12
O=[N+]([O-])c1ccc(-c2nc(Nc3ccc(O)cc3)c3ccccc3n2)cc1,·,-8,2,-6,-3.2,-1,-3.4,21,-7
CCN1CCN(c2ncnc3scc(-c4ccc(OC)cc4)c23)CC1,2,-14,-19,-10,-1.6,-2,-0.9,5,20
CCOc1ccc(CN(C)CC(=O)NCc2ccccc2)cc1,-4,5,5,-2,1.2,3,0.4,0,-4
COc1ccc(N2CCN(S(C)(=O)=O)CC2)cc1,-7,25,-7,-8,-1.5,3,-0.1,-2,11
C/C(=N\NC(=O)c1c[nH]c2ccccc12)c1ccc(C)s1,-2,-1,-7,-25,-2.4,-4,-0.8,-10,15
O=C(c1cc(Br)ccc1Cl)N1CCN(c2ccccn2)CC1,·,-6,10,1,-1.1,-1,-0.5,-17,-8
Cc1nc(NC(=O)c2cccc(-c3cc4ccccc4oc3=O)c2)ccc1Br,-6,-10,-7,2,-3.9,5,-3.9,1,39
COc1cc(CN2CCCCCC2)cc(OC)c1O,7,14,-1,-1,-2.9,6,-2.0,3,17
COc1ccccc1C1N(c2ccc(Cl)cc2)C(=O)C2CCCN21 (stereo not given),-3,-1,-13,-22,-3.0,4,-5.5,11,8
CC(=O)c1cccc(OCCN2C(=O)NC(C)(C)C2=O)c1,6,4,19,0,-1.5,2,3.6,-1,-1
CC1CCCC(NC(=S)NC(=O)c2ccccc2Br)C1C (stereo not given),1,9,-11,-12,1.5,4,-0.9,-8,-4
N/C(=N\OC(=O)/C=C/c1ccccc1)c1ccccn1,-2,1,-8,2,-1.6,2,-1.9,-6,12
CC1CCCN(S(=O)(=O)c2ccc(NC(=O)Cn3nnc(-c4ccccc4F)n3)cc2)C1 (stereo not given),1,-48,4,-10,0.4,-3,-1.6,-2,-20
COC(=O)CCC/C=C1\SC[C@@H](NC(=O)c2ccccc2)C1NC(C)=O (stereo not given in full),0,3,8,1,-2.2,6,-3.6,-9,-1
COc1ccc(-n2c(SCC(=O)N(C)c3ccccc3)nc3c([nH]c4ccccc43)c2=O)cc1OC,-7,-6,-3,1,-0.3,0,-1.1,-25,10
Cc1nn(CC(=O)Nc2ccc3c(c2)nc(CN2CCCCC2)n3C)c(=O)c2ccccc12,7,-2,-8,-7,-4.8,4,-5.3,-1,39
CCOc1ccc(CCNC(=O)CS(=O)Cc2nc(-c3ccc(C)cc3)oc2C)cc1OCC (stereo not given),-1,-2,-9,-7,-0.3,2,-1.6,-53,-2
CCN(CC)C(=O)CSc1nnc(CSc2ncccn2)n1C,4,9,-9,1,-0.5,2,-1.8,-6,-20
COC(=O)C1=C(N)Oc2cc(C)n(Cc3cccnc3)c(=O)c2C1c1cc(OC)ccc1OC (stereo not given),2,-3,5,-6,-0.4,-5,-0.4,1,7
COc1ccccc1NC(=O)c1sc2ncn(Cc3cccc4ccccc34)c(=O)c2c1C,-2,-5,-3,0,0.0,-1,-3.3,3,-6
Cc1snc(SCC(=O)c2ccc([N+](=O)[O-])cc2)c1C#N,·,14,-4,45*,9.5*,-18,-3.7,3,16
O=C(N/N=C/c1cc([N+](=O)[O-])ccc1Cl)c1cnccn1,-2,-9,-10,0,-3.7,4,-0.3,1,16
COc1ccc(S(=O)(=O)N(C)CC(=O)NCc2ccc3c(c2)OCO3)cc1,7,9,-21,8,-4.5,-3,-4.5,-19,-2
CCN(CC(=O)Nc1ccc(C(=O)OC)cc1)C1CCCCC1,-1,10,-1,-3,-0.3,-1,-0.6,8,6
COc1cc(/C=C2/NC(=O)NC2=O)cc(Br)c1OCc1ccccc1,-1,-6,-19,1,-1.0,-1,-2.1,-2,2
Cc1cc(C)nc(N(C#N)Cc2cccc(Cl)c2)n1,3,3,-21,0,-5.9,5,-2.9,-5,12
Cc1ncccc1C(=O)N1CCCC(CNC(=O)C2(c3ccc(Cl)cc3)CC2)C1 (stereo not given),5,1,-6,2,-3.5,5,-3.2,-14,15
Cc1cc(=O)oc2cc(NC(=O)c3cc4ccccc4o3)ccc12,-2,-6,-24,-14,-1.6,·,-0.8,-3,29
CCOP(=O)(OCC)C(Nc1ccccc1)c1ccco1 (stereo not given),-2,7,-13,5,-2.9,3,-1.0,-6,3
# Following part:
SMILES,IDE inh,NS3 helicase inh,pCIP destab,PfM18AAP inh,VIM-2 inh,IDE cell activ,IMP-1 inh,FID counter,SUMO HTRF inh
CCCNc1nc(Cl)nc(NC(C)(C)C)n1,1,-1,0,-4,-1.1,1,-1.6,-2,12
Cc1cccc(NC(=O)Cn2c(=O)n(Cc3ccco3)c(=N)c3c4c(sc32)COC(C)(C)C4)c1,-4,-2,2,-2,-2.6,1,-6.0,-4,10
CC(=O)NCC(=O)OCN1C(=O)c2ccccc2C1=O,-1,-5,0,3,0.1,-3,-1.6,9,-6
O=C(CCn1cncn1)N1CCCC(N2CCN(c3ccc(F)cc3)CC2)C1 (stereo not given),1,2,10,2,1.3,6,-2.9,-7,-7
O=C(COC(=O)c1cccnc1SCC(=O)NCc1ccccc1)NCc1ccccc1,-2,-4,0,0,-3.8,2,-1.5,-22,-16
Cn1nccc1CNC(=O)c1ccnn1C,3,1,-3,5,-3.5,6,-4.1,0,0
COc1ccc(-c2nc(C)c(C(C)=O)n2O)cc1OC,2,6,1,5,-5.4,-2,-4.2,-3,4
BrC(=C\c1ccccc1)/C=N/Nc1nc(N2CCOCC2)nc(N2CCOCC2)n1,2,2,5,4,-4.4,1,-1.9,-29,-21
Cc1c(NC(=O)C2CCN(S(=O)(=O)c3cccs3)CC2)c(=O)n(-c2ccccc2)n1C,4,1,4,-6,-2.0,1,-0.6,-9,15
CCOC(=O)c1c(-c2ccccc2)oc2ccc(OCC(=O)O)cc12,3,27,-1,-11,0.9,5,-0.5,-26,48
Cc1cccc(OCCn2c(=O)n(C)c3ccccc32)c1,-3,-3,-6,3,-0.3,0,-2.4,-25,-9
COc1ccc(/C=C/C(=O)Oc2cccc(/C=N/NC(=O)COc3c(C)cccc3C)c2)cc1,2,0,-7,-5,-1.0,-2,-2.2,-4,33
O=C(CN1CCN(S(=O)(=O)c2ccc(Br)cc2)CC1)Nc1ccc(F)cc1F,-11,-3,-4,-4,-3.7,2,-3.9,-29,-3
O=S(=O)(NCc1ccccc1)c1ccc(-c2cnc(C3CC3)o2)cc1,0,-11,-5,-6,-1.6,0,-1.4,-31,10
CN(Cc1ccon1)C(=O)CC1C(=O)NCCN1Cc1ccc(Cl)c(F)c1 (stereo not given),-2,-12,-20,9,-2.2,4,-2.6,-15,8
Cc1ccc(NC(=O)CSc2nc(N)c3cc4c(nc3n2)CCCC4)cc1,0,-3,2,1,-2.3,0,-3.0,-9,7
COc1ccc(N2CCN(C(=O)c3cccnc3SCc3cccc(Br)c3)CC2)cc1,-5,-15,4,-10,-1.9,-1,-2.0,-8,-10
COc1ccc(NC(=S)SC)cc1OC,-3,-9,8,16,0.6,-6,-0.5,-2,0
COC(=O)c1ccccc1NC(=S)N1CCN(c2ccccc2)CC1,-3,-17,-12,-2,-1.5,1,-1.7,-23,5
COCCN(CCOC)S(=O)(=O)c1ccc(C(=O)Nc2nc(C)c(C(C)=O)s2)cc1,7,-5,-6,-2,-1.1,6,-2.4,-7,-14
